Shn3 inh set2: reduces Shn3 3'UTR luciferase signal in osteoblasts. Clone20 osteoblast Shn3 3'UTR firefly luciferase, 24 h. inhibition, % at 12.5 µM. actives 0.52% (n = 360,000);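 active means mean inhibition of at least 75% with every replicate also reaching 75%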;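 further: 0% = median of neutral control wells and 100% = pilot-screen positive control compound; some compounds past the cut are filed as inactive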
HIF-2a inh: blocks HIF-2a reporter activity. 786-0 RCC cells HIF-2a reporter, luciferase luminescence, overnight. actives 0.72% (n = 360,000). AID 624352. inhibition, % at 18.8 µM;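 active means inhibition of the luminescence signal of 40% or more relative to plate controls, in a single-dose primary screen at 18.75 µM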
Vif imaging: HIV Vif inhibition | HEK293T cells, Vif self-association by quenched fluorescence, imaging, 24 h | inhibition, % at 7.49 µM | actives 0.35% (n = 340,000) | AID 602346; in the data active means inhibition above about 50%, passing the limit was not always enough; further: some results filed as inactive read as strong as hits
CF NFkB inh: inhibitors of cystic fibrosis induced NF-kB | KKLEB NF-kB-GFP reporter, PAF-induced, GFP fluorescence overnight | inhibition, % at 5 µM | actives 0.86% (n = 360,000) | AID 588850;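 active means at least 50% inhibition at 5 µM, scaled per plate between neutral and stimulator controls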;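 further: PAF is a Pseudomonas aeruginosa culture filtrate used as stimulus; plate controls were PAF-stimulated DMSO wells for no effect and unstimulated DMSO wells for full effect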
Peg3 prom inh: inhibitors of Peg3 promoter; actives 1.7% (n = 360,000); inhibition, % at 20 µM; HeLa PEG-Prom luciferase reporter, luminescence, overnight; AID 588405;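 active means inhibition of at least 50% at 20 µM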
TRPM1 prom inh: MITF TRPM1 promoter inhibition in SK-MEL-5 cells; SK-MEL-5 TRPM1 promoter luciferase, 24 h; actives 0.83% (n = 330,000); AID 488899; inhibition, % at 12.5 µM;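 active means mean inhibition across replicates of 60% or more, whatever share of single replicates reaches that level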; further: values of inactives mirror those of a sister screen read the other way
PDI inh: inhibitors of human protein disulfide isomerase; actives 0.052% (n = 350,000); PDI insulin aggregation turbidity, A650, 90 min; inhibition, % at 10 µM;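 active means mean inhibition across replicates of 30% or more, whatever share of single replicates reach that level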;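 further: absorbance from insulin aggregation driven by PDI reduction with DTT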
Target sequence (P07237 whole entry, looked up): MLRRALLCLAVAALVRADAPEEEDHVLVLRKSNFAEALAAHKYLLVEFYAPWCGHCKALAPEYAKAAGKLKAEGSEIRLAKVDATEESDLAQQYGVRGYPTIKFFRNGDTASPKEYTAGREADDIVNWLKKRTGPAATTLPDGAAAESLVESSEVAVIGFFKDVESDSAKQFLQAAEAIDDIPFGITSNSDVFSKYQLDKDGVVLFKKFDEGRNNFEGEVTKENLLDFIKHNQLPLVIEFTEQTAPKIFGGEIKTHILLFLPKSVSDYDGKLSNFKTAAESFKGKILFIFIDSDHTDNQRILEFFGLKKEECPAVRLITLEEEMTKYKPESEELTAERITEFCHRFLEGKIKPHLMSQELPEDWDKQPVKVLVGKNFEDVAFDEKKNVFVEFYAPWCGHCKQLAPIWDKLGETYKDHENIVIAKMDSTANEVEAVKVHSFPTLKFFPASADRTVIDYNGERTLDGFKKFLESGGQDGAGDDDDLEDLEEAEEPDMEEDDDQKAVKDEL
NR2E3 ag-1: agonists of human NR2E3 nuclear receptor. CHO-S Gal4-NCOR/VP16-NR2E3 two-hybrid, luciferase. inhibition of corepressor binding, % at 3.98 µM. actives 0.35% (n = 360,000). AID 602229;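 active means inhibition above the mean of all tested compounds plus 3 SD, cut at about 70% in these data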;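 further: 0% = DMSO with NR2E3 transfected cells and 100% = cells lacking NR2E3 construct; higher means lower luciferase signal from less NR2E3 corepressor binding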
Target sequence (Q9Y5X4 whole entry, looked up, the tested form may be a part): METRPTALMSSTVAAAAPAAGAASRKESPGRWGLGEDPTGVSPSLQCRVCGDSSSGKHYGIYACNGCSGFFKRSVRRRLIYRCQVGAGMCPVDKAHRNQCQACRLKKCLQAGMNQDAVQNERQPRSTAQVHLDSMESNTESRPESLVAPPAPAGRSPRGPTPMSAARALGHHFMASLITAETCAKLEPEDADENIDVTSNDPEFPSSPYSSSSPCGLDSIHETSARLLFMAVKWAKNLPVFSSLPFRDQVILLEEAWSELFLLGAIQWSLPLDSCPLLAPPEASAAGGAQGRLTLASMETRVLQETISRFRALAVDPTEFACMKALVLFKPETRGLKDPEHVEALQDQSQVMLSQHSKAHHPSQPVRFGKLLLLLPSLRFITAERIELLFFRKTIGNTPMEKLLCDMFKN
NR2E3 ag-2: agonists of human nuclear receptor NR2E3 | Q9Y5X4 | GST-NR2E3/biotin-RetCOR TR-FRET, 1536-well | inhibition of corepressor binding, % at 4.78 µM | actives 0.12% (n = 320,000) | AID 2300;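 active means percent inhibition above the cutoff of mean plus 3 SD of all tested compounds, set per screening campaign, cut at about 20% in these data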;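 further: 0% = DMSO wells and 100% = biotin wells as full block of FRET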
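Test system: GST-NR2E3 and biotin-RetCOR proteins | Quantity: 1.35 nM GST-tagged NR2E3 final | Medium: Tris pH 7.5 | Also added: 7 nM biotin-RetCOR | Dosing: Compound at 4.8 µM, single dose | Timing: 5 h at 4 °C | Detection: Time-resolved FRET | Read-out basis: Percent inhibition | Benchmarks: Biotin wells as high control, 0.6% DMSO wells as low control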
CaV13 FRET inh: Primary screen for inhibitors of IQ motif and Ca2+-dependent inactivation inhibitor domain binding in CACNA1D, Förster resonance energy transfer in living cells, …; AID 743397; inhibition, % at 12.3 µM; actives 0.098% (n = 340,000); HEK cells, CFP/YFP FRET ICDI-IQ, plate reader, 10 min; percent FRET-ratio fall versus neutral wells;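 active means mean replicate inhibition of at least 30% and at least 1% of replicates passing that level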;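 further: 0% = median of the neutral control wells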
KKLEB cytotox: counter-screen for CF NF-kB inhibitors: cytotoxicity; KKLEB CF airway cells viability, ATPlite luminescence, overnight; hits give low values; cells stimulated with P. aeruginosa culture filtrate; activity change (cytotoxicity), % at 5 µM; actives 0.36% (n = 360,000); AID 602141;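 active means corrected activity change at or below -50% at 5 µM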
Numbers without * were called inactive.

Results for O=C(C[C@@H]1C/C=C\CC[C@@H](Cc2ccc(F)cc2)C(=O)OC[C@@H]2CCCN2C1=O)N[C@H](CO)Cc1ccccc1 ?
Shn3 inh set2: -16; HIF-2a inh: 0; Vif imaging: -9; CF NFkB inh: -18; Peg3 prom inh: 14; TRPM1 prom inh: -4; PDI inh: 7; NR2E3 ag-1: 23; CaV13 FRET inh: -6; KKLEB cytotox: 17

How did O=C(Nc1ccccc1C(=O)Nc1ccc(Br)cn1)c1ccccc1Cl do in these assays?
Shn3 inh set2: 3; HIF-2a inh: -6; Vif imaging: -18; CF NFkB inh: 10; Peg3 prom inh: 8; TRPM1 prom inh: -6; PDI inh: -9; NR2E3 ag-1: -16; NR2E3 ag-2: -3; CaV13 FRET inh: -2; KKLEB cytotox: 3

Results for COc1ccccc1C(=O)NNC(=S)NC(=O)c1cccs1 ?
Shn3 inh set2: 32; HIF-2a inh: 0; Vif imaging: 1; CF NFkB inh: -11; Peg3 prom inh: 21; TRPM1 prom inh: 14; PDI inh: -10; NR2E3 ag-1: 33; NR2E3 ag-2: 1; KKLEB cytotox: 13

How did COC(=O)Cc1c(CSc2ccccc2)oc2ccc(O)c(CN(C)C)c12 do in these assays?
Shn3 inh set2: 16; HIF-2a inh: 11; Vif imaging: -1; CF NFkB inh: 28; Peg3 prom inh: -7; TRPM1 prom inh: -4; PDI inh: 4; NR2E3 ag-1: -44; NR2E3 ag-2: 1; CaV13 FRET inh: -15; KKLEB cytotox: -7

How did O=C(NCc1nc2ccccc2[nH]1)C1=C[C@H](c2ccc3c(c2)OCO3)C[C@H](OCc2ccc(CO)cc2)O1 do in these assays?
Shn3 inh set2: 21; HIF-2a inh: 8; Vif imaging: -12; CF NFkB inh: -6; Peg3 prom inh: 16; TRPM1 prom inh: 6; PDI inh: 16; NR2E3 ag-1: 17; NR2E3 ag-2: 4; CaV13 FRET inh: -6; KKLEB cytotox: 1

Results for COc1ccc(CCNc2ccc(S(=O)(=O)N3CCCC3)cc2[N+](=O)[O-])cc1 ?
Shn3 inh set2: 34; HIF-2a inh: 31; Vif imaging: -4; CF NFkB inh: -29; Peg3 prom inh: 36; TRPM1 prom inh: -3; PDI inh: -6; NR2E3 ag-1: 4; NR2E3 ag-2: 1; CaV13 FRET inh: -2; KKLEB cytotox: -20

How did CCOc1ccc(-n2ccnc(SCC(=O)Nc3ccc(OC)cc3OC)c2=O)cc1 do in these assays?
Shn3 inh set2: 45; HIF-2a inh: -7; Vif imaging: -7; CF NFkB inh: -17; Peg3 prom inh: 8; TRPM1 prom inh: 15; PDI inh: -14; NR2E3 ag-1: -16; NR2E3 ag-2: -1; CaV13 FRET inh: -6; KKLEB cytotox: 3

What do the screens show for `COc1cc(OC)c(NC(=O)c2csc(C)c2)cc1Cl`?
Shn3 inh set2: -17; HIF-2a inh: -16; Vif imaging: -12; CF NFkB inh: -44; Peg3 prom inh: -7; TRPM1 prom inh: 9; PDI inh: -3; NR2E3 ag-1: -3; NR2E3 ag-2: -2; CaV13 FRET inh: -6; KKLEB cytotox: -7

How did O=C(Cc1cccs1)N/N=C\c1ccc(O)cc1 do in these assays?
Shn3 inh set2: -20; HIF-2a inh: -64; Vif imaging: -16; CF NFkB inh: 10; Peg3 prom inh: -38; TRPM1 prom inh: -30; PDI inh: 5; NR2E3 ag-1: -11; NR2E3 ag-2: 1; CaV13 FRET inh: -5; KKLEB cytotox: 3

What do the screens show for `C=CCNC(=S)N/N=C/c1ccc(-c2ccc(OC)cc2)o1`?
Shn3 inh set2: 4; HIF-2a inh: -91; CF NFkB inh: 5; Peg3 prom inh: -28; TRPM1 prom inh: 15; PDI inh: 6; NR2E3 ag-1: -19; NR2E3 ag-2: 2; CaV13 FRET inh: -21; KKLEB cytotox: 26

What do the screens show for `O=C(OCC(=O)N1c2ccccc2Sc2ccccc21)C1CC(=O)N(Cc2ccco2)C1` (configuration not stated)?
Shn3 inh set2: 3; HIF-2a inh: 14; Vif imaging: 8; CF NFkB inh: -1; Peg3 prom inh: 9; TRPM1 prom inh: 12; PDI inh: 16; NR2E3 ag-1: -17; NR2E3 ag-2: 0; CaV13 FRET inh: -8; KKLEB cytotox: 7

Results for CC(C)COC(=O)NCCOC(=O)Nc1cccc(Cl)c1 ?
Shn3 inh set2: 56; HIF-2a inh: -6; CF NFkB inh: 10; Peg3 prom inh: 2; TRPM1 prom inh: 7; PDI inh: 1; NR2E3 ag-1: 73*; NR2E3 ag-2: 0; CaV13 FRET inh: -3; KKLEB cytotox: 8

How did COc1cccc2c1C(=O)C[C@]1(CCCC[C@@H]1C)O2 do in these assays?
Shn3 inh set2: -7; HIF-2a inh: 9; CF NFkB inh: 4; Peg3 prom inh: 15; TRPM1 prom inh: 22; PDI inh: -6; NR2E3 ag-1: -26; NR2E3 ag-2: 4; CaV13 FRET inh: -11; KKLEB cytotox: -24

How did CCOC(=O)c1c(CSc2ccccc2)oc2ccc(O)cc12 do in these assays?
Shn3 inh set2: -9; HIF-2a inh: -43; Vif imaging: -2; CF NFkB inh: 10; Peg3 prom inh: -18; TRPM1 prom inh: -4; PDI inh: 0; NR2E3 ag-1: -15; NR2E3 ag-2: -2; CaV13 FRET inh: -4; KKLEB cytotox: -10

How did CCN(CC)C(=O)C1CC(c2ccc(OC)cc2)=NO1 (configuration not stated) do in these assays?
Shn3 inh set2: -52; HIF-2a inh: -136; Vif imaging: 26; CF NFkB inh: 13; Peg3 prom inh: -124; TRPM1 prom inh: -40; PDI inh: 0; NR2E3 ag-1: -53; NR2E3 ag-2: 1; CaV13 FRET inh: -4; KKLEB cytotox: 1

What do the screens show for `Cc1cc(=O)n2[nH]c(NCc3ccccc3F)nc2n1`?
Shn3 inh set2: 4; HIF-2a inh: 3; Vif imaging: -5; CF NFkB inh: 8; Peg3 prom inh: -13; TRPM1 prom inh: -4; PDI inh: 0; NR2E3 ag-1: -16; NR2E3 ag-2: 1; CaV13 FRET inh: -2; KKLEB cytotox: 3

How did COc1ccc(C=O)cc1CN1CCCN(Cc2ccc(Cl)cc2)S1(=O)=O do in these assays?
Shn3 inh set2: 29; HIF-2a inh: 15; Vif imaging: -3; CF NFkB inh: -3; Peg3 prom inh: 23; TRPM1 prom inh: 16; PDI inh: -3; NR2E3 ag-1: -2; NR2E3 ag-2: 0; CaV13 FRET inh: -19; KKLEB cytotox: -4

What do the screens show for `C[C@@H](CO)NC(=O)[C@H]1O[C@@H](n2ccc(=O)[nH]c2=O)[C@H](O)[C@@H]1O`?
Shn3 inh set2: -32; HIF-2a inh: 14; CF NFkB inh: 14; Peg3 prom inh: 2; NR2E3 ag-1: 4; CaV13 FRET inh: -5; KKLEB cytotox: -23

How did COCCCNC(=O)CC(NS(=O)(=O)c1ccc(C)cc1)c1ccc(OC)cc1 (configuration not stated) do in these assays?
Shn3 inh set2: 12; HIF-2a inh: -11; Vif imaging: -5; CF NFkB inh: 7; Peg3 prom inh: 4; TRPM1 prom inh: -1; PDI inh: -6; NR2E3 ag-1: 11; NR2E3 ag-2: 2; CaV13 FRET inh: -9; KKLEB cytotox: -1

What do the screens show for `O=C(CSc1nnc(-c2cccnc2)o1)Nc1ccccc1Br`?
Shn3 inh set2: -26; HIF-2a inh: -40; Vif imaging: 14; CF NFkB inh: -10; Peg3 prom inh: -41; PDI inh: 3; NR2E3 ag-1: -17; NR2E3 ag-2: 0; CaV13 FRET inh: -3; KKLEB cytotox: 2

Results for N#CC1=C(Nc2ccc(Br)cc2)CCC1 ?
Shn3 inh set2: -25; HIF-2a inh: 11; Vif imaging: 10; CF NFkB inh: -4; Peg3 prom inh: 4; TRPM1 prom inh: 5; PDI inh: -8; NR2E3 ag-1: 25; NR2E3 ag-2: -1; CaV13 FRET inh: -6; KKLEB cytotox: 15

Results for COc1ccccc1NC(=O)CCc1nc(-c2ccccc2F)no1 ?
Shn3 inh set2: -20; HIF-2a inh: -64; Vif imaging: -7; CF NFkB inh: -1; Peg3 prom inh: -51; TRPM1 prom inh: -10; PDI inh: 3; NR2E3 ag-1: -35; NR2E3 ag-2: -1; CaV13 FRET inh: -1; KKLEB cytotox: 4

How did COc1ccc(-c2nc3nc(C)cc(C)n3n2)cc1 do in these assays?
Shn3 inh set2: -81; HIF-2a inh: -223; Vif imaging: -8; CF NFkB inh: -6; Peg3 prom inh: -154; TRPM1 prom inh: -42; PDI inh: -3; NR2E3 ag-1: -47; NR2E3 ag-2: -1; CaV13 FRET inh: -4; KKLEB cytotox: 5

How did COc1ccc(-c2csc3nc(C)nc(N4CCN(c5ccc(C(C)=O)cc5)CC4)c23)cc1OC do in these assays?
Shn3 inh set2: -1; HIF-2a inh: 6; Vif imaging: -4; CF NFkB inh: -6; Peg3 prom inh: 3; TRPM1 prom inh: -1; PDI inh: 2; NR2E3 ag-1: -10; NR2E3 ag-2: -4; CaV13 FRET inh: -2; KKLEB cytotox: 11

How did Cc1nc2c(C(=O)NCc3ccccc3)c[nH]n2c(=O)c1Cl do in these assays?
Shn3 inh set2: 6; HIF-2a inh: 9; Vif imaging: -5; CF NFkB inh: 8; Peg3 prom inh: -13; TRPM1 prom inh: 1; PDI inh: 5; NR2E3 ag-1: -24; NR2E3 ag-2: 0; CaV13 FRET inh: -4; KKLEB cytotox: 8

How did COCC(=O)NC(c1ccccc1)c1ccccc1 do in these assays?
Shn3 inh set2: -11; HIF-2a inh: 14; Vif imaging: 3; CF NFkB inh: -10; Peg3 prom inh: 8; TRPM1 prom inh: 2; PDI inh: -7; NR2E3 ag-1: -13; NR2E3 ag-2: 1; CaV13 FRET inh: -3; KKLEB cytotox: -4

What do the screens show for `C/C(=N\NS(=O)(=O)c1ccc([N+](=O)[O-])cc1)c1cccs1`?
Shn3 inh set2: 6; HIF-2a inh: 10; Vif imaging: -4; CF NFkB inh: -7; Peg3 prom inh: 8; TRPM1 prom inh: -11; PDI inh: -2; NR2E3 ag-1: 10; NR2E3 ag-2: 0; CaV13 FRET inh: -1; KKLEB cytotox: -2

Results for CCN(CC)c1nc(-c2ccccc2)nc2ccccc12 ?
Shn3 inh set2: -6; HIF-2a inh: 8; Vif imaging: -5; CF NFkB inh: -4; Peg3 prom inh: 7; TRPM1 prom inh: 6; PDI inh: -2; NR2E3 ag-1: -16; NR2E3 ag-2: 2; CaV13 FRET inh: 0; KKLEB cytotox: -11

Results for N=C(N)SCCc1cnc[nH]1 ?
Shn3 inh set2: -7; HIF-2a inh: 4; Vif imaging: 1; CF NFkB inh: -8; Peg3 prom inh: -5; TRPM1 prom inh: -3; PDI inh: -2; NR2E3 ag-1: 6; NR2E3 ag-2: -3; CaV13 FRET inh: -5; KKLEB cytotox: 8

Hits appear at their usual frequency; 3.3% or so of the library scored in one or more.
